Screens as filed in PubChem BioAssay.
P. falciparum M17LAP – P. falciparum M17LAP inhibitors, primary screen, biochemical, fluorogenic H-Leu-NHMec substrate, 1536-well (AID 1619); recombinant M17LAP, H-Leu-NHMec fluorogenic kinetic assay; higher % means a stronger effect; inhibition, % at 30 µM, or IC50 in µM where a hit was titrated; 220,000 tested, 0.38% active;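 active = compound inhibiting the enzyme by more than half at any dose during confirmatory dose-response retesting; inconclusive = strong single-dose inhibitors picked by rank but not retested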;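 also: plate controls were full reaction with DMSO carrier for no effect and no enzyme background for full effect; strong numbers were not always called active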
NOD1 inhibition – inhibition of NOD1-driven NF-kB reporter – cell-based, luminescence, uHTS, primary screen (AID 1578) | NOD1-driven NF-kB luciferase reporter cells, luminescence; higher % means a stronger effect | inhibition, % at 4 µM, or EC50 in µM where a hit was titrated | 290,000 tested, 1% active; in the data active = inhibition mostly above about 36%, no sharp cut-off; inactive = mostly below about 34%;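 also: HEK-293T reporter cells stimulated with the NOD1 agonist gamma-tri-DAP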
Dynein cargo inh – blocks dynein driven cargo transport along microtubules | 220,000 tested, 0.47% active | 3617.4 mouse cells, GR-EGFP nuclear translocation imaging; test concentration mostly 20 µM; stimulated with dexamethasone, 1 µM; stronger effect = lower value | AID 1381 | z-score, hits read low;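 active = plate z-score of nuclear minus cytoplasmic receptor signal below a set negative limit, without overly bright fluorescence or cell loss, cut at about -3.5 in these data, passing the limit was not always enough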;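 also: z-score of nuclear minus cytoplasmic ring GR-EGFP intensity difference per well; some compounds called inactive have numbers as strong as hits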
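Buffer or medium: tet-free medium with charcoal-stripped serum / Also added: dexamethasone agonist, 1.0 µM final, for 30 min / Timing: induction 48 h, compound 1 h, agonist 30 min / Measured by: high-content fluorescence imaging after fixation / Read-out: nuclear-to-cytoplasmic GR-EGFP distribution per well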
AID2073 – inhibitors of Mint1-CaV2.2 protein interaction, biochemical, HTRF (AID 2073); HTRF protein-protein interaction, Mint1-CaV2.2; higher % means a stronger effect; inhibition, % at 20 µM, or IC50 in µM where a hit was titrated; 290,000 tested, 0.19% active; in the data active = inhibition mostly above about 51%, no sharp cut-off; inconclusive = no clear call, values can overlap the other calls; inactive = mostly below about 53%; also: some results filed as inactive read as strong as hits
GPR55 activation – GPR55 agonists via beta-arrestin recruitment, primary screen, imaging, U2OS cells, beta-arrestin-GFP redistribution (AID 1961); 290,000 tested, 0.048% active; one-dose activation, % at 10 µM; EC50 in µM for titrated hits; U2OS GPR55 beta-arrestin-GFP redistribution imaging; higher % means a stronger effect;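 active = activation above 40% with more than 50 cells counted in the well; inconclusive = wells holding fewer than 50 cells, flagged as toxic or sparse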;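 also: U2OS osteosarcoma cells stably expressing GPR55 and beta-arrestin-GFP; plate controls were DMSO negative control for no effect and LPI positive control for full effect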
NOD2 inhibition – inhibition of NOD2-driven NF-kB reporter – cell-based, luminescence, uHTS, HEK293 (AID 1566); 290,000 tested, 0.63% active; one-dose inhibition, % at 4 µM; EC50 in µM for titrated hits; HEK293 NOD2/NF-kB luciferase reporter, luminescence; higher % means a stronger effect; also: many of its hits are not listed in these tables
KOR beta-arrestin-1 – KOR agonists, beta-arrestin recruitment, primary screen, cell-based, luminescence, uHTS (AID 1777). KOR beta-arrestin recruitment, luminescence; higher % means a stronger effect. 280,000 tested, 0.02% active. activation, % at 10 µM; hits with a dose series show EC50 in µM; in the data active = activation above about 50%, passing the limit was not always enough; also: a part of the inactive calls stands beside numbers as strong as those of hits
P. falciparum M1AAP – P. falciparum M1AAP inhibitors, biochemical, fluorogenic H-Leu-NHMec substrate, 1536-well (AID 1445) | inhibition, % at 30 µM, or IC50 in µM where a hit was titrated | recombinant M1AAP, H-Leu-NHMec fluorogenic kinetic assay; higher % means a stronger effect | 220,000 tested, 0.42% active;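 active = primary inhibition above the hit cutoff, then over 50% inhibition at one or more dose response concentrations, cut at about 23% in these data, passing the limit was not always enough; inconclusive = conflicting primary data, or primary hits not chosen for dose response; inactive = low primary inhibition, or under 50% at every dose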;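 also: plate controls were DMSO full reaction for no effect and no enzyme background for full effect; strong numbers were not always called active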
KOR beta-arrestin-2 – kappa opioid receptor blockers – cell-based, luminescence, uHTS (AID 1778); 290,000 tested, 0.091% active; inhibition, % at 10 µM, or IC50 in µM where a hit was titrated; KOR beta-arrestin recruitment, luminescence, antagonist mode; higher % means a stronger effect; also: strong numbers were not always called active
Dynein cargo inh cytoplasmic EGFP – further read-out of Dynein cargo inh, marked with its call; z-score; measured here: cytoplasmic GR-EGFP intensity; stronger effect = higher value
Dynein cargo inh nuclear GR-EGFP – second read-out of Dynein cargo inh, no call of its own (marks repeat the call); z-score; measured here: nuclear GR-EGFP intensity;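 lower value marks the stronger effect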
Dynein cargo inh cell count – second read-out of Dynein cargo inh, no call of its own (marks repeat the call); z-score; measured here: cell count per field
Starred values were filed as active, the others as inactive; i = inactive; ? = inconclusive; · = no result given; [ ] = another dose, or the depositor's remark. Rule as the data show it, unless noted: active = inhibition above about 50%; inactive = the rest. Only part of the results is shown; rates above refer to the full screens.

mol	P. falciparum M17LAP	NOD1 inhibition	Dynein cargo inh	Dynein cargo inh cytoplasmic EGFP	Dynein cargo inh nuclear GR-EGFP	Dynein cargo inh cell count	AID2073	GPR55 activation	NOD2 inhibition	KOR beta-arrestin-1	P. falciparum M1AAP	KOR beta-arrestin-2
CC(=O)N1c2ccc(S(=O)(=O)NCc3ccccc3Cl)cc2CC1C (centres undefined)	·	1%	·	·	·	·	13%	0.2%	16%	1.0%	·	-25%
O=C(O)CC1COc2ccccc2N1S(=O)(=O)c1ccc(Br)cc1 (centres undefined)	·	1%	·	·	·	·	-2%	0.0%	10%	-3.4%	·	-19%
Cc1ccc(NC(=O)COC(=O)CCC(=O)c2cccs2)c(C)c1	3%	-10%	1.5	-0.072	1	-1.5	-2%	-0.7%	15%	3.3%	2%	-14%
N#Cc1ccc(Oc2nc(Nc3ccc(F)cc3)nc(N3CCCC3)n2)cc1	1%	18%	-0.66	-0.17	-0.12	0.44	8%	-0.1%	12%	6.8%	4%	-35%
Cc1cc(C)c(NC(=O)CSc2nnc(-c3ccncc3)n2Cc2ccco2)c(C)c1	9%	-26%	0.95	-0.19	-0.33	0.69	-4%	-0.2%	-8%	0.3%	1%	28%
CCCOc1ccccc1C(=O)N(Cc1cccs1)C1CCS(=O)(=O)C1 (centres undefined)	5%	-24%	0.043	-0.35	0.36	0.49	21%	0.0%	4%	7.0%	3%	-7%
NS(=O)(=O)c1cccc(NC(=O)CSc2nc3ccccc3n2-c2ccccc2)c1	3%	-24%	0.47	-0.1	0.76	-0.12	21%	-0.1%	23%	-0.4%	4%	-110%[20 µM]
O=C(c1ccoc1)N1CCC2(CC1)Oc1ccc(F)cc1C(=O)C21CC(c2cccnc2)=NO1 (centres undefined)	4%	-1%	-0.57	-0.69	-0.19	0.59	5%	-0.2%	20%	7.1%	12%	15%
CSc1ccc(Cl)c(C(=O)OCC(=O)N2CCOCC2)c1	24%	0%	-0.32	-0.18	0.039	-0.047	2%	-0.2%	-1%	9.3%	7%	35%
CCOC(=O)CSc1nnc(NC(=O)c2cccc([N+](=O)[O-])c2)s1	17%	-35%	-0.18	-0.23	-0.024	0.33	2%	-0.1%	-3%	2.9%	14%	27%
COc1cc(OC)cc(C(=O)Nc2ccc3c(c2)COC3=O)c1	-2%	-25%	-0.3	-0.24	-0.17	-0.25	4%	-0.1%	-17%	-5.7%	-1%	20%
COc1ccccc1OCCSc1nc2ccccc2c(=O)[nH]1	-10%	-23%	-0.044	-0.12	0.5	0.28	2%	0.0%	-23%	-3.5%	6%	14%
O=C(NCCCN1CCC(Cc2ccccc2)CC1)C1CCC(=O)N1C1CCCC1 (centres undefined)	12%	-11%	-0.98	-0.27	-0.48	0.32	-8%	-0.1%	8%	5.9%	13%	-28%
COC(=O)/C(C#N)=C/N(C)C	3%	-5%	-0.11	-0.14	0.34	0.31	-5%	-0.2%	17%	3.0%	5%	-9%
CCc1ccccc1NC(=O)CCN1C(=O)C2C3CCC(C3)C2C1=O (centres undefined)	1%	-13%	-0.29	-0.38	-0.13	0.35	7%	-0.3%	6%	-6.2%	13%	15%
Cc1ccc2[nH]c3c(=O)n(Cc4ccco4)cnc3c2c1	5%	1%	1.4	-0.071	0.74	-2.5	6%	0.4%	-7%	0.0%	3%	44%
COc1ccc(/C=N/NC(=O)c2ccc(Br)o2)cc1Cn1cc([N+](=O)[O-])cn1	28%	·	-0.61	-0.24	-0.67	0.84	4%	0.0%	·	6.5%	5%	-77%
CC(C)CN(Cc1c(O)ccc2c3c(c(=O)oc12)CCC3)CC(C)C	i	14%	-0.71	-0.24	-0.33	0.53	23%	0.0%	10%	2.1%	35%	-18%
Cc1nc2cc(C(=O)OCC(=O)Nc3ccc(C#N)cc3)ccc2n1-c1ccccc1	5%	4%	0.9	-0.22	0.87	-1.4	11%	-0.2%	2%	3.1%	4%	26%
CC(=O)Oc1ccc(C(=O)c2ccccc2)c(OC(C)=O)c1	7%	-15%	-0.26	-0.33	-0.4	0.63	?	-0.3%	16%	-7.0%	0%	-12%

Reformatted: entries from further up.
Order of values: P. falciparum M17LAP, NOD1 inhibition, Dynein cargo inh, Dynein cargo inh cytoplasmic EGFP, Dynein cargo inh nuclear GR-EGFP, Dynein cargo inh cell count, AID2073, GPR55 activation, NOD2 inhibition, KOR beta-arrestin-1, P. falciparum M1AAP, KOR beta-arrestin-2
> CC(=O)Oc1ccc(C(=O)c2ccccc2)c(OC(C)=O)c1
→ 7%, -15%, -0.26, -0.33, -0.4, 0.63, ?, -0.3%, 16%, -7.0%, 0%, -12%
> O=C(c1ccoc1)N1CCC2(CC1)Oc1ccc(F)cc1C(=O)C21CC(c2cccnc2)=NO1 (centres undefined)
→ 4%, -1%, -0.57, -0.69, -0.19, 0.59, 5%, -0.2%, 20%, 7.1%, 12%, 15%

Additional records follow:
mol	P. falciparum M17LAP	NOD1 inhibition	Dynein cargo inh	Dynein cargo inh cytoplasmic EGFP	Dynein cargo inh nuclear GR-EGFP	Dynein cargo inh cell count	AID2073	GPR55 activation	NOD2 inhibition	KOR beta-arrestin-1	P. falciparum M1AAP	KOR beta-arrestin-2
O=C(N/N=C/C=C\c1ccccc1[N+](=O)[O-])c1ccccn1	7%	-22%	2.9	-0.11	1.7	-1	-11%	0.0%	0%	-0.2%	6%	6%
COc1ccc(/C=C/C(O)=C2/C(=O)NC3(C)CC2c2ccccc2O3)c(OC)c1OC (centres undefined)	-10%	70%*	-1.7	0.038	-0.79	-0.27	7%	0.1%	25%	0.3%	14%	11%
CCCCCCCC[n+]1c(C)n(-c2ccccc2)c2ccc(NC(C)=O)cc21	1%	-27%	-0.67	-0.18	-0.039	-0.38	0%	0.3%	7%	6.3%	17%	26%
O=S1(=O)CCC(SCc2nc3sccn3c2Br)C1 (centres undefined)	0%	2%	-0.19	-0.14	0.07	-0.12	2%	-0.2%	-2%	3.2%	-1%	-7%
O=[N+]([O-])c1cccc(CSc2ncnc3ccccc23)c1	0%	-3%	0.067	-0.3	0.35	0.26	-8%	-0.2%	-8%	3.2%	7%	-5%
CCOC(=O)C(=CNc1ccc(NC2=NCC(C)S2)cc1)C(=O)OCC (centres undefined)	27%	40%	-0.062	-0.24	0.11	0.21	5%	-0.1%	56%*	2.0%	9%	7%
CCN(CC(=O)Nc1ccc(S(=O)(=O)N2CCCC2)cc1)CC(=O)Nc1cccc(OC)c1	-10%	3%	-0.16	-0.22	0.027	0.38	-1%	0.2%	16%	16%	8%	28%
CCS(=O)(=O)N1CCC(N2CCC(C)CC2)CC1	9%	0%	0.22	-0.16	0.0013	-0.45	11%	0.0%	-8%	1.7%	1%	36%
COc1ccc(NC(=O)C2CCCN(S(=O)(=O)c3c(C)n[nH]c3C)C2)cc1OC (centres undefined)	-6%	-16%	-0.061	-0.19	0.032	-0.12	-3%	0.0%	10%	2.6%	0%	4%
COc1ccccc1CC(=O)NNC(=O)c1ccco1	·	-19%	·	·	·	·	-2%	·	5%	0.4%	·	-13%
CCN1CCN(P2(=O)C=C(c3ccccc3)OC(c3ccccc3)=C2)CC1	0%	11%	-0.76	-0.18	-0.14	0.32	1%	-0.2%	11%	2.8%	8%	-93%
Cc1cc(=O)n2[nH]cnc2n1	0%	-12%	0.26	0.33	0.22	0.28	-4%	-0.5%	10%	-0.2%	-1%	26%
Cc1cc(C(F)(F)F)n(-c2nc(C(=O)Nc3cccnc3)cs2)n1	5%	-28%	-0.63	-0.27	0.43	-0.61	-3%	0.0%	12%	-1.1%	-1%	-24%
O=C(Nc1cccnc1)c1ccc(NS(=O)(=O)c2cccc([N+](=O)[O-])c2)cc1	22%	-21%	-1.2	-0.32	-0.36	0.54	8%	-0.3%	-4%	-3.0%	-2%	8%
CCOC(=O)c1sc(NC(=O)CCCCl)nc1C	16%	-3%	-0.98	-0.26	-0.76	1	12%	-0.2%	3%	2.8%	-1%	-31%
Cc1cc(F)ccc1NCc1ccccc1[N+](=O)[O-]	8%	34%	-0.36	-0.053	0.34	-0.21	2%	0.3%	-35%	-4.8%	6%	23%
O=C(CSc1nnc(NC(=O)c2c(F)cccc2F)s1)NC1CCCC1	·	-15%	·	·	·	·	2%	-0.2%	-21%	-2.8%	·	-34%
COc1ccc(S(=O)(=O)NCC2CCC(C(=O)O)CC2)cc1 (centres undefined)	·	-10%	·	·	·	·	11%	0.0%	19%	-1.8%	·	29%
CCOC(=O)Cc1csc(NC(=O)c2cccc([N+](=O)[O-])c2)n1	·	-4%	·	·	·	·	3%	-0.1%	14%	1.9%	·	10%
Cc1nc2cc(NC(=O)Nc3cccc4ccccc34)ccc2n1C	11%	-28%	-1	0.12	-0.37	-0.38	-4%	-0.1%	-81%	-13%	11%	-47%[20 µM]
COc1cc2[nH]c(=O)n(Cc3ccc(C(=O)NCCCN4CCN(C)CC4)cc3)c(=O)c2cc1OC	3%	-46%	-1.3	-0.15	-0.55	1.8	1%	-0.2%	-6%	1.1%	-4%	-29%
COc1ccc(C(=O)/C=C(\C)Nc2ccc(NC(C)=O)cc2)cc1	10%	·	-0.28	0.19	-0.19	-0.017	35%	-0.2%	-21%	-4.7%	6%	18%
CCc1ccc(NC(=O)CSCCO)cc1	20%	-54%	0.0049	-0.23	0.024	-0.72	-10%	-0.5%	-18%	1.1%	-1%	-45%
COc1ccc(C)cc1Nc1nc(-c2c[nH]c3ccccc23)cs1	22%	-28%	-1.4	-0.2	-0.85	1.4	8%	0.9%	6%	0.1%	2%	-15%
